Bioassay records from PubChem.
trophozoite growth – anti-Giardia activity of synthetic compounds – Compounds Australia Scaffold Library subset, 24/48 h, primary screen (AID 1794835) | stronger effect = higher value | inhibition, % at 10 µM | 2,500 tested, 2% active; in the data active = inhibition mostly above about 45%, no sharp cut-off; inactive = mostly below about 37%;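 note: 0% = parasite counts in DMSO vehicle wells; trophozoite growth inhibition read by imaging counts at 24 h; calls made by hand needing about 50% inhibition in two separate runs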
Active calls of the source: *; i = inactive. Some of the compounds tested; the hit share may differ from the screen's.

SMILES	trophozoite growth
Cc1c(C(=O)N2CCCC2c2cnn(C)c2)nnn1-c1ccccc1 (stereo unspecified)	i
COc1ccc(-n2nnc(C(=O)NCc3ccccc3F)c2-c2cccnc2)cc1	i
Cc1ccc(C(=O)N2CCN(c3nc4ccccc4n4cccc34)CC2)cc1	26
Cc1cnn(CC2CCCCN2Cc2cc(C)on2)c1 (stereo unspecified)	i
O=C(c1cccc2[nH]ccc12)N1CCC(c2nc(-c3ccccc3)no2)C1 (stereo unspecified)	23
COCCCN1CCC(CN2CCCC2)CC1	1
Cc1ccccc1-n1ncc(C(=O)N2CCNC(=O)C2)c1C1CC1	i
O=C(Cc1csc2nc(-c3ccccc3)cn12)NCCc1cccs1	i
CC(C)N1CC(C(=O)N2CCCc3cc(F)cc(F)c32)CC1=O (stereo unspecified)	i
COc1ccccc1COCC(O)CN1CCN(Cc2nnc3n2CCCCC3)CC1 (stereo unspecified)	i
C1CCN(CC2CCCN2CC2CCCO2)CC1 (stereo unspecified)	i
O=C(c1cccc(Br)c1)N1CCc2nc(-c3ccc(F)cc3)ncc2C1	14
OC(CN1CCCN(C2CC2)CC1)c1ccccc1C(F)(F)F (stereo unspecified)	6
O=C(Nc1ccc2nc(N3CCCN(c4ncccn4)CC3)cc(C(=O)O)c2c1)c1ccccc1F	i
Cc1nc(C)c(C(=O)Nc2nc(-c3ccc(-c4ccccc4)cc3)cs2)s1	i
Cc1cc2nc(Sc3nnnn3CC3CCCO3)c3ccccc3n2n1 (stereo unspecified)	16
Cc1ccc2nc(-c3ccccc3)c(CN3CCN(C4CCS(=O)(=O)C4)CC3)n2c1 (stereo unspecified)	i
O=C(NCc1ccccc1)c1ccc(-c2cc(N3CCOCC3)ncn2)cc1	12
CC(C)(C)c1cc2nc(-c3ccccc3)cc(C(=O)NC3CCCCNC3=O)n2n1 (stereo unspecified)	i
CCOC(=O)C1CCN(C(=O)c2ccc3c(c2)C(=O)N(c2ccccc2C)C3=O)CC1	i
Cc1ccc(CCN2C(=O)Cn3cccc3C2C(=O)NC2CCCCC2C)cc1 (stereo unspecified)	i
O=C(NCc1ccco1)N1CC2C3CCC(C3)C21 (stereo unspecified)	3
O=S(=O)(c1cc(Cl)ccc1Cl)N1CCN=C1c1ccccc1	1
CC(C)(C)NS(=O)(=O)c1ccc(N2CCC(c3nnc4n3CCC4)CC2)c([N+](=O)[O-])c1	5
O=C(Nc1n[nH]c(-c2ccccn2)n1)C1CC(=O)N(CC(F)(F)F)C1 (stereo unspecified)	10
Next entries follow.
SMILES	trophozoite growth
CCOC(=O)c1cnn(-c2cc(C)nc3c(C)c(-c4ccc(Cl)cc4)nn23)c1N	i
CC(C)(C)c1ccc(C(=O)Nc2c(-c3ccccc3)nc3sccn23)cc1	i
COc1ccc(OCCn2c(NC(=O)c3ccc(OC)cc3)nc3ccccc32)cc1	20
Cc1ccc(S(=O)(=O)Nc2cc3c(cc2NCc2ccccc2)n(C)c(=O)n3C)cc1	14
O=C1CN(c2ccc(NC(=O)c3ccc(Cn4cncn4)cc3)cn2)CCN1	i
CCCC(=O)Nc1cc(F)c2nc(N3CCCCC3)ccc2c1	i
CCCN(CC(=O)N(CCC)C1CCS(=O)(=O)C1)C1CC(OCC)C12CCCCC2 (stereo unspecified)	i
Cc1cc2n(n1)CCCN2CC(=O)N1CCN(c2ccc(Cl)cc2)CC1	2
O=C(CSc1ccccc1)NCC1(N2CCCCC2)CCOCC1	2
CC(=O)N1CCN(C2CN(CCS(C)(=O)=O)CC2C)CC1 (stereo unspecified)	i
O=c1n(Cc2ccc(F)cc2)nnn1-c1ccccc1	48
Cc1sc(-c2ccc(=O)[nH]n2)cc1S(=O)(=O)NCc1cccnc1	i
CC(=O)Nc1ccc(-c2noc(C3CCN(C(=O)COc4ccc(F)cc4)CC3)n2)cc1	i
Cc1nn(-c2ccccc2)c2c1nc(CCC(=O)NCCN1CCCCC1)c(=O)n2C	i
Cc1ccc(Cl)cc1-n1ncc2c(NCCO)ncnc21	8
O=C(N1CCN(c2cnccn2)CC1)C1(c2ccccc2)CCOCC1	i
CC1CC(C)CN(CCCNC(=O)C2CC3CCCN3C23C(=O)Nc2ccccc23)C1 (stereo unspecified)	39
COc1cccc(N2CC(O)=C(c3nc4ccccc4n3C)C2=N)c1	i
O=C(N[C@H]1C[C@@H]2C[C@H]1CN2S(=O)(=O)c1ccc2c(c1)CCCC2)c1cccnc1	1
CC1(C(=O)NCc2ccc(F)cc2)Cn2nc(-c3ccco3)cc2C(=O)N1Cc1ccccc1 (stereo unspecified)	14
CN1CCN(Cc2nc(N)nc(Nc3ccc(Oc4ccccc4)cc3)n2)CC1	1
COc1ccc2c(c1)CCc1c-2noc1-c1ccc(NC(=O)c2cc(C)nn2C)cc1	i
Fc1ccccc1[C@H]1C[C@@H](c2cccs2)Nc2nnnn21	i
O=C1O[C@@H]2C[C@H]3C[C@@H]2[C@@H]1[C@H]3C(=O)Nc1ccc(C(=O)N2CC=C(c3ccccc3)CC2)cc1	12
CCCNC(=O)C1CCN(Cc2nc3c(cnn3C)c(=O)[nH]2)CC1	i

Some of the entries above, set out differently.
Compound: CC1CC(C)CN(CCCNC(=O)C2CC3CCCN3C23C(=O)Nc2ccccc23)C1 (stereo unspecified)
  trophozoite growth = 39
Compound: O=c1n(Cc2ccc(F)cc2)nnn1-c1ccccc1
  trophozoite growth = 48

Ordered by SMILES length (high to low): four of the compounds above.
SMILES	trophozoite growth
O=C(Nc1ccc2nc(N3CCCN(c4ncccn4)CC3)cc(C(=O)O)c2c1)c1ccccc1F	i
CCOC(=O)C1CCN(C(=O)c2ccc3c(c2)C(=O)N(c2ccccc2C)C3=O)CC1	i
COc1ccc(-n2nnc(C(=O)NCc3ccccc3F)c2-c2cccnc2)cc1	i
COc1cccc(N2CC(O)=C(c3nc4ccccc4n3C)C2=N)c1	i

Remaining list, next part:
SMILES	trophozoite growth
Cn1ncc2c1CCCC2NC(=O)N1CCCCC(N2CCCC2)C1 (stereo unspecified)	14
O=C(N[C@H]1C[C@@H]2C[C@H]1N(S(=O)(=O)c1cc(F)cc(F)c1)C2)c1cccnc1	i
Cc1noc2ncc(C(=O)N3CCN(C(C)C)CC3)cc12	i
O=S(=O)(c1ccc(-c2cnc(C3CC3)o2)cc1)N1CCCCC1	8
O=C(c1ccco1)N1CCC(NS(=O)(=O)c2ccc(Cl)cc2)CC1	i
COc1cccc(-c2noc(C3CCCCN3C(=O)Nc3ccc(Cl)cc3Cl)n2)c1 (stereo unspecified)	6
CN1CCN(CC2CCN(C(=O)Cc3cccc4ccccc34)CC2)CC1	18
COc1ccc(-c2noc(CN3C(=O)NC(C)(c4ccccc4Cl)C3=O)n2)cc1 (stereo unspecified)	i
Cc1cc(-c2cc(C(=O)Nc3ccc(N4CCN(C)CC4)nc3)c3cnn(C(C)C)c3n2)c(C)o1	98*
Cc1cc(-c2ccc(S(=O)(=O)NCC3CCN(Cc4ccccc4F)CC3)s2)n[nH]1	i
c1ccc(-c2nnc(C3CC34CCN(c3nc5ccccc5o3)CC4)o2)cc1 (stereo unspecified)	i
CCOC(=O)c1csc(-n2nc(CC(C)C)cc2C(F)(F)F)n1	29
Cc1nnc(-c2cc(NS(=O)(=O)c3ccc(Cl)cc3)c(C)s2)o1	3
COc1ccc(OC)c(C2C(C(=O)c3ccco3)=C(O)C(=O)N2c2cc(C)on2)c1 (stereo unspecified)	22
O=C(NCC1CN2CCCC2CO1)c1ccccc1-n1cnnn1 (stereo unspecified)	i
O=S(=O)(c1cccc(F)c1)N1CC(OCc2cccc(F)c2)C1	10
Cc1nc(N2CCOCC2)c2c(C(=O)N3CCCC3)c(C)oc2n1	i
COc1ccc(N2CC(c3noc(-c4ccc(C(C)(C)C)cc4)n3)CC2=O)cc1 (stereo unspecified)	i
O=S(=O)(c1ccc(Cl)s1)N1CCN=C1N1CCN(c2ccccc2F)CC1	i
O=C1NC(=O)C2(CCN(C(=O)CCCCCc3cccs3)C2)N1 (stereo unspecified)	i
Cc1ccc2oc(C(=O)NC3(C)CCS(=O)(=O)C3)cc2n1 (stereo unspecified)	i
O=[N+]([O-])c1cc(F)ccc1Sc1nnc(N2CCOCC2)s1	61*
O=c1ccc(-c2nnco2)cn1Cc1ccc(F)c2cccnc12	i
Cc1nccc2[nH]c(=O)c(C(=O)NCCCN3CCC(Cc4ccccc4)CC3)cc12	i
Cc1cnn(CC(C)NCc2nc(-c3ccccn3)no2)c1 (stereo unspecified)	20
The listing continues.
SMILES	trophozoite growth
CCC(=O)N1CCN(c2nc3c(c(=O)[nH]c(=O)n3C)n2CC)CC1	i
O=C(c1ccccc1)N1CCC(C(=O)N2CCCC2c2nc(-c3ccc(F)cc3)no2)CC1 (stereo unspecified)	i
O=C(c1ccncc1)N1CC(C(=O)N2CCCCC2)[C@H](c2ccncc2)C1 (stereo partly specified)	i
CCc1c(C2CCN(C(=O)c3cnccn3)CC2)noc1N	12
CCCc1nc(-c2ccc3c(c2)CCCN3S(C)(=O)=O)cs1	i
COc1cc(C(=O)N2C(=O)N(c3ccc(F)cc3)C3(C)CC2c2ccccc2O3)cc(OC)c1OC (stereo unspecified)	3
O=C(Cc1ccsc1)N1CCc2c(nc3cc[nH]n3c2=O)C1	i
C[C@@H]1CN(Cc2ccccc2)CCN1Cc1nnc(C2CC2)n1C	i
Cc1cc(C)c(S(=O)(=O)N2CCN(C)c3ccccc32)c(C)c1	i
O=C(NCc1ccccc1Cl)c1cc(=O)[nH]c2ccc(S(=O)(=O)N3CCCCCC3)cc12	i
CC(=O)N1CCCN(C(=O)c2cn3ccc(C)cc3n2)CC1	i
O=C(NCCc1ccco1)C1CCn2c(nc3ccccc32)C1 (stereo unspecified)	i
Cc1[nH]n(-c2nc(-c3ccccc3)cs2)c(=O)c1CC(=O)N1CCN(c2ccc(F)cc2)CC1	i
Cc1ccc(S(=O)(=O)Nc2cncc(C(=O)N3CCN(Cc4ccccc4)CC3)c2)cc1	i
CCc1ccc(CNC(=O)c2cc3ccncc3n2C)cc1	20
Cc1cccc(NS(=O)(=O)c2ccc3oc(-c4nc(-c5ccccn5)no4)c(C)c3c2)c1	i
COc1cccc(N2CCN(C(=O)c3ccc4noc(-c5ccccc5)c4c3)CC2)c1	28
CCc1csc(NC(=O)C2CCC(=O)N(C)C2c2cnn(C)c2)n1 (stereo unspecified)	i
COc1cc(NC(=O)Cc2ccc(-n3c(=O)[nH]c4ccsc4c3=O)cc2)cc(OC)c1	i
Cn1ncc2c(=O)[nH]c(CN3CCN(c4cnccn4)CC3)nc21	i
CNC(=O)N1C[C@@H](CN(C)C)[C@@H](C2CCN(Cc3ccccn3)CC2)C1	i
COCCn1c(C2CCN(S(=O)(=O)c3cccs3)C2)nc2cccnc21 (stereo unspecified)	5
CCOC(=O)c1cc2n(n1)CC(C)(C(=O)NCCC(C)C)N(CCc1cccs1)C2=O (stereo unspecified)	7
CCN(CC)CCCN1C(=O)C(O)=C(C(=O)c2cc3cccc(OC)c3o2)C1c1ccncc1 (stereo unspecified)	i
CCC(=O)N1CCC2(CC1)N=C(c1cccc(OC)c1)C(=O)N2	19

Some of the entries above in a different format.
mol | trophozoite growth
O=C(c1ccccc1)N1CCC(C(=O)N2CCCC2c2nc(-c3ccc(F)cc3)no2)CC1 (stereo unspecified) | i
O=C(c1ccncc1)N1CC(C(=O)N2CCCCC2)[C@H](c2ccncc2)C1 (stereo partly specified) | i
CCc1c(C2CCN(C(=O)c3cnccn3)CC2)noc1N | 12
CCCc1nc(-c2ccc3c(c2)CCCN3S(C)(=O)=O)cs1 | i

(further entries)
SMILES	trophozoite growth
CCn1c(C)c(C2=CCN(S(=O)(=O)c3ccc(F)cc3)CC2)c2ccccc21	17
COc1ccc(CC(=O)N2CCCN(c3ccc(=O)n(-c4ccccc4)n3)CC2)c(Cl)c1	i
COc1cccc(Cn2nc3c(S(=O)(=O)N4CCOCC4)cccn3c2=O)c1	5
CN(C(=O)OC(C)(C)C)C1CCN(C2CCOCC2)CC1	i
CCc1noc(C2(NC(=O)c3cc(-c4ccccc4)n[nH]3)CCCCC2)n1	i
Cc1ncncc1C(=O)N1CCN(CC(O)C(C)(C)C)CC1 (stereo unspecified)	i
Cc1nnc(CN2CCc3sccc3C2c2ccccc2)o1 (stereo unspecified)	i
COCCCNC(=O)C1(C)CCC(=O)N1c1ccc(C)cc1C (stereo unspecified)	1
O=C1C(=O)N(CCN2CCOCC2)C(c2ccncc2)C1=C(O)c1ccccc1 (stereo unspecified)	1
CC(C)COC(=O)N1CCCN(C(=O)c2ccccn2)CC1	i
CC(=O)N(Cc1nn(C)c2c1CN(C(=O)Nc1ccc(C)c(Cl)c1)CC2)c1ccccc1	i
O=C1NC2(CCSC2)C(=O)N1Cc1ccc2ccccc2n1 (stereo unspecified)	i
O=C(c1n[nH]c2ccccc12)N1C[C@@H]2C[C@H]1C[C@@H]2NS(=O)(=O)c1ccccc1	2
CC(C)c1nnc(CN2CCn3c(nnc3C(C)C)C2)o1	i
COc1ccc(NC(=O)N2CCC3(CC2)Nc2cc(C)ccc2-n2cccc23)cc1	11
c1cnc(N2CCN(c3ncnc4nc[nH]c34)CC2)nc1	1
O=C(Cn1nnc(-c2ccccc2)n1)N1CCN2CCCCC2C1 (stereo unspecified)	i
Cc1ccc(N2C(=O)C(=O)N(CC(=O)c3ccc(Cl)s3)C2=O)cc1	i
COC(=O)c1cccc(NC(=O)Nc2cc(F)c3nc(N4CCOCC4)ccc3c2)c1	i
COc1cccc(C2(C)NC(=O)N(Cc3csc(-c4ccccc4)n3)C2=O)c1 (stereo unspecified)	i
